# From PubChem
# Rhodamine autofl: qHTS Assay for Spectroscopic Profiling in Rhodamine Spectral Region | Rhodamine-region fluorescence, 547/598 nm, Tris buffer; hits give high values | max dye-equivalent concentration, M | 59,000 tested, 0.05% active; in the data active = max dye-equivalent concentration above about 11 nM; inconclusive = between about 1.1 nM and that limit
#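 Intrinsic compound fluorescence, ex 547 / em 598 nm, CCD imager. Tris 100 mM pH 8.0; 15 min RT. Output = rhodamine dye-equivalent concentration at each compound concentration.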
# A350 fluor: qHTS Assay for Spectroscopic Profiling in A350 Spectral Region; Compound autofluorescence, 340/450 nm, Alexa 350 dye-equivalents; hits give high values; max dye-equivalent concentration, M; 59,000 tested, 11% active; in the data active = max dye-equivalent concentration above about 10 nM; inconclusive = mostly about 1.1 nM to 9.6 nM
# BRCT inh red: qHTS Assay for Inhibitors of BRCT-Phosphoprotein Interaction (Red Fluorophore); Breast cancer type 1 susceptibility protein (Homo sapiens), P38398; BRCT-phosphopeptide binding, red fluorescence polarization; Potency, µM (doses to about 76.9 µM), for inactives: top-dose activity change, negative = inhibition, actives largely listed as inhibitors; 75,000 tested, 0.03% active; AID 892, 2007; note: % is set by controls: 0 for no effect and ±100 for the full control effect
#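 Fluorescence polarization: 100 nM His-tagged BRCA1 BRCT with 100 nM TAMRA-labelled phospho-BACH1 decapeptide, phosphate buffer pH 7.3 with 150 mM NaCl, DTT, 0.01% Tween 20; 12 min RT. Binding inhibition seen as FP decrease.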
# USP2a inh: qHTS Assay for Inhibitors of Ubiquitin-specific Protease USP2a; Ubiquitin carboxyl-terminal hydrolase 2 (Homo sapiens), O75604; USP2a enzymatic assay, qHTS inhibition; Potency, µM (top dose mostly 38.3 µM), for the others: at the highest dose activity change, negative = inhibition, usual class: inhibitors; 60,000 tested, 0.1% active;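 note: potency is the fitted concentration of half-maximal effect; nearly all actives have a fitted effect of over 60% in size; plate controls were DMSO for no effect and NEM full inhibition control for full effect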
#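 USP2 core (20nM final) preincubated 30 min RT with compound, then Ub-PLA2 20nM and NBD C6-HPC 20uM final added; buffer 20mM Tris-HCl pH 8.0, 2mM CaCl2. Fluorescence Ex 460/Em 535 read at 0 and 2.5 h; normalized to NEM.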
# 4MU fluor: qHTS Assay for Spectroscopic Profiling in 4-MU Spectral Region | max dye-equivalent concentration, M | compound autofluorescence, 340/450 nm, 4-MU equivalents; hits give high values | 59,000 tested, 11% active; in the data active = max dye-equivalent concentration above about 10 nM; inconclusive = mostly about 1.1 nM to 9.6 nM
#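 Intrinsic fluorescence at 340/450 nm (ex/em) was read after 15 min at room temperature in pH 8.0, 100 mM Tris. Each compound concentration expressed as 4-MU-equivalent concentration from a six-point 4-MU standard series on each plate.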
# Fluorescein autfl: qHTS Assay for Spectroscopic Profiling in Fluorescein Spectral Region; Compound autofluorescence, 480/540 nm, fluorescein-equivalent; hits give high values; max fluorescein-equivalent concentration, M; 59,000 tested, 0.91% active; in the data active = max fluorescein-equivalent concentration above about 10 nM; inconclusive = between about 1.1 nM and that limit
#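 Read-out is intrinsic compound fluorescence at 480/540 nm (excitation/emission), expressed as dye-equivalent concentration using a fluorescein standard series run on every plate. Compounds sat 15 min at room temperature in 100 mM Tris, pH 8.0.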
# Caspase-1 inhib: qHTS Assay for Allosteric/Competitive Inhibitors of Caspase-1 | P29466 | Caspase-1 enzyme, Ac-WEHD-AFC fluorogenic rate | Potency, µM (highest dose often 57.5 µM), for the others: at the top dose activity change, negative = inhibition, usual class: inhibitors | 75,000 tested, 0.03% active | AID 900, 2007;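 note: potency is the fitted concentration of half-maximal effect; plate controls were vehicle for no effect and no substrate for full effect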
# Texas Red fluor: qHTS Assay for Spectroscopic Profiling in Texas Red Spectral Region | Compound fluorescence, Texas Red channel, 547/618 nm; hits give high values | 59,000 tested, 0.06% active | max dye-equivalent concentration, M; in the data active = max dye-equivalent concentration above about 10 nM; inconclusive = between about 1.1 nM and that limit
#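 Fluorescence at ex 547/em 618 nm, normalized against an on-plate Texas Red standard series to give dye-equivalent concentration per compound concentration. Buffer 100 mM Tris, pH 8.0; 15 min RT incubation before CCD imaging.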
# HEK293 cAMP ctrl: qHTS Assay for Agonists of the Thyroid Stimulating Hormone Receptor: Activators of Intracellular cAMP Concentrations in Parental HEK 293. parental HEK293 CNG cAMP sensor, membrane potential fluorescence. Potency, µM (doses to about 57.1 µM), without a hit: at the highest dose activation, usual class: activators. 73,000 tested, 2.5% active; note: potency is the fitted concentration of half-maximal effect; % of control where 0% means no effect; nearly all actives have a fitted effect of over 55% in size
#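 Counterscreen for endogenous-receptor signalling: CNG-channel HEK 293 cells report cAMP rise by membrane depolarization. After 60 min dye equilibration with 100 uM RO 20-1724, compounds incubated 30 min before bottom-read fluorescence at 590 nm.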
# Caspase-7 inhib: qHTS Assay for Allosteric/Competitive Inhibitors of Caspase-7 | P55210 | Potency, µM (doses to about 57.5 µM), inactives show at the highest dose activity change, negative = inhibition, actives largely listed as inhibitors | 75,000 tested, 0.02% active | AID 889, 2007 | recombinant caspase-7, Ac-DEVD-AFC fluorescence rate; active = well fitted inhibition curve with a large enough effect in the main read-out, with a control signal flat, not every such curve was filed as active; inconclusive = small, poorly fitted or top-dose-only effect, or a change in a side signal; note: potency is the fitted concentration of half-maximal effect; % of control where 0% means no effect
# BRCT PPI green: qHTS Assay for Inhibitors of BRCT-Phosphoprotein Interaction (Green Fluorophore) | 75,000 tested, 0.05% active | Breast cancer type 1 susceptibility protein (Homo sapiens), P38398 | Potency, µM (series often up to 76.9 µM), for the others: at the highest dose activity change, negative = inhibition, usual class: inhibitors | BRCA1 BRCT-phosphopeptide binding, green fluorescence polarization;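 note: potency is the fitted concentration of half-maximal effect; plate controls were peptide without protein for full effect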
#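 Compounds were incubated for 12 min at room temperature with a complex of 100 nM fluorescein-tagged pBACH1 decapeptide and 250 nM His-tagged BRCT protein. Buffer was phosphate pH 7.3 with EDTA, DTT and Tween 20. Disruption of binding lowers the polarization signal.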
# * = called active by the depositor; i = inactive; ? = inconclusive; · = not tested or not shown; [ ] = dose if it differs, or a comment. Unless noted, calls come from the whole dose curve; as a rule, active = well fitted curve in the direction sought with a large enough effect; inconclusive = small, poorly fitted or top-dose-only effect, or another doubt; inactive = no such curve, though single readings can be large; an effect the other way counts as inactive or inconclusive.
SMILES,Rhodamine autofl,A350 fluor,BRCT inh red,USP2a inh,4MU fluor,Fluorescein autfl,Caspase-1 inhib,Texas Red fluor,HEK293 cAMP ctrl,Caspase-7 inhib,BRCT PPI green
CSc1nc2cc(S(=O)(=O)N3CCOCC3)ccc2s1,i,?,-1.0%,-1.5%,?,i,0.1%,i,1.3%,1.4%,1.1%
COc1ccccc1CC(=O)N1CCN(c2cccc(C(F)(F)F)c2)CC1,·,·,0.2%,23.7%[7.66 µM],·,·,-2.3%,·,?,-1.3%,-2.3%
COc1cc(NC(=O)C2CC(c3cccc(OC)c3OC)=NO2)cc(OC)c1OC (stereo unspecified),i,i,1.7%,16.1%,i,i,1.3%,i,19.9%,-0.1%,-2.2%
CCN(CC)c1ccc(CN(C(=O)c2cc(OC)c(OC)c(OC)c2)C2CCS(=O)(=O)C2)cc1 (stereo unspecified),i,i,1.2%,10.2%,i,?,0.2%,?,0.5%,-1.1%,-4.3%
CCCOC(=O)c1cccc(NC(=O)C(C)(C)C)c1,·,·,0.8%,5.4%,·,·,0.1%,·,10.1%,0.6%,0.6%
CCCC[C@@H]1C[C@H]1C(NC(=O)c1cccnc1)c1ccc(-c2ccccc2)cc1 (stereo partly specified),·,·,-0.1%,·,·,·,-1.3%,·,?,-2.6%,-3.7%
O=S(=O)(Nc1ccn(-c2ccccc2)n1)c1ccc(Br)cc1,·,·,-3.1%,40.2%[activator],·,·,-10.7%,·,?,-4.5%,0.2%
Cc1ccc(-n2c3c(cc(C(=O)O)c2=O)C(=O)CC(C)(C)C3)cc1,i,i,-3.6%,-4.8%,i,?,-0.7%,i,4.5%,1.2%,-0.1%
O=c1c2c3c(sc2nc2n1CCCC2)CCC3,·,·,1.3%,-0.4%,·,·,?,·,?,-24.0%,-0.8%
Cc1[nH]c2ccc(Br)cc2c(=O)c1CN1CCCCC1,i,?,0.9%,-4.6%,?,i,0.5%,?,6.5%,-0.9%,1.2%

# Additional compounds:
SMILES,Rhodamine autofl,A350 fluor,BRCT inh red,USP2a inh,4MU fluor,Fluorescein autfl,Caspase-1 inhib,Texas Red fluor,HEK293 cAMP ctrl,Caspase-7 inhib,BRCT PPI green
O=C(c1ccc(S(=O)(=O)N2CCOCC2)cc1)N1CCN(c2ccccc2)CC1,·,·,-1.0%,-1.3%,·,·,-3.6%,·,-0.7%,-1.0%,-2.5%
O=C(Nc1nccs1)C1CCN(S(=O)(=O)c2cnc[nH]2)CC1,i,i,0.2%,3.2%,i,i,0.3%,i,6.7%,0.3%,-0.3%
O=C(NCCCN1CCCC1=O)C1CCN(S(=O)(=O)N2CCOCC2)CC1,i,i,0.0%,-6.5%,i,i,-1.5%,i,1.4%,0.9%,-3.0%
Cn1c(=O)c(=O)n(C)c2cc(S(=O)(=O)NCCc3ccccc3)ccc21,i,i,-0.9%,8.3%,i,i,3.1%,?,14.4%,-0.6%,-1.6%
COc1cccc(-n2nnnc2SCC(=O)NCc2ccc3c(c2)OCO3)c1,i,i,1.8%,-2.0%,i,i,-3.0%,i,?,0.7%,-0.6%
O=C(CN(C(=O)CCC(=O)Nc1nccs1)c1cccc(F)c1)NCC1CCCO1 (stereo unspecified),i,i,0.6%,-1.5%,i,i,-0.8%,i,-12.8%,0.0%,-1.3%
COc1cccc(-n2nnnc2SCC(=O)c2ccc(NC(C)=O)cc2)c1,i,i,-1.1%,2.2%,i,i,-1.7%,i,-8.1%,-1.7%,-1.1%
O=C1CCCN1CCCNc1ncnc2c1cnn2-c1ccc(Cl)cc1,·,·,-0.9%,·,·,·,-2.2%,·,4.8%,1.6%,-2.1%
CN(C)CC(C(=O)c1ccccc1)c1ccccc1 (stereo unspecified),i,i,-2.9%,-3.4%,i,i,-0.2%,i,13.8%,-2.2%,-1.4%
CC1(C(=O)NCc2cc(F)cc(C(F)(F)F)c2)C=CC2(CCCCC2)N1C(=O)c1ccccc1 (stereo unspecified),·,·,-1.2%,·,·,·,2.6%,·,17.1%,-3.8%,-0.1%

# Additional records
SMILES,Rhodamine autofl,A350 fluor,BRCT inh red,USP2a inh,4MU fluor,Fluorescein autfl,Caspase-1 inhib,Texas Red fluor,HEK293 cAMP ctrl,Caspase-7 inhib,BRCT PPI green
CCc1cc2c(nc1CC)CCN(CC/C(C)=N/O[C@@H]1O[C@H](COC(C)=O)[C@H](OC(C)=O)[C@H](OC(C)=O)[C@H]1OC(C)=O)C2,·,·,-0.5%[15.4 µM],·,·,·,-1.8%[11.5 µM],·,1.5%[11.4 µM],-0.1%[11.5 µM],-0.7%[15.4 µM]
c1ccc(NCc2nnc3n2CCCCC3)cc1,i,i,0.1%,-3.9%,i,i,1.1%,i,-13.8%,-1.1%,-1.6%
COC(=O)C1CCN(C(=O)C(C)Oc2ccc(Cl)cc2Cl)CC1 (stereo unspecified),i,i,-1.1%,4.6%,i,i,0.4%,i,34.9%,0.4%,0.2%
COC(=O)C(Cc1ccccc1)NC(=O)CSc1nc(C)cc(=O)[nH]1 (stereo unspecified),·,·,-2.2%,·,·,·,3.1%,·,2.1%,-3.0%,-5.6%
O=c1cnn(-c2ccccc2)c(-c2ccccc2)c1,i,i,-0.2%,-14.6%,i,?,-0.5%,?,-7.9%,0.1%,-1.6%
COCCNC(=O)C(c1ccco1)N(Cc1ccc(OC)cc1)C(=O)Cn1nnc2ccccc21 (stereo unspecified),i,i,1.0%,·,i,i,1.3%,i,2.2%,1.9%,-0.5%
CCOC(=O)N1CCC(NC(=O)Cn2ncc3c2-c2cc(C)ccc2OC3)CC1,·,·,0.2%,·,·,·,5.0%,·,0.2%,-0.8%,0.8%
CC(C)OC(=O)CCC(=O)Nc1nc2ccccc2s1,·,·,0.1%,6.5%[7.66 µM],·,·,-1.4%,·,16.9%[11.4 µM],0.6%,-2.0%
C/C(CCC(=O)OC[C@@H]1O[C@H](C#Cc2ccccc2)C=C[C@@H]1Oc1ccc(C)cc1)=N/OC[C@@H](C)[C@H](OCc1ccccc1)C(C)C,·,·,1.6%[15.4 µM],·,·,·,-2.8%[11.5 µM],·,0.9%[11.4 µM],0.0%[11.5 µM],1.3%[15.4 µM]
Cc1ccc(NC(=O)NCC(c2cccnc2)N2CCOCC2)cc1 (stereo unspecified),i,i,-0.3%,3.4%,i,i,0.0%,i,8.5%,0.2%,-4.7%

# Remaining list, next part:
SMILES,Rhodamine autofl,A350 fluor,BRCT inh red,USP2a inh,4MU fluor,Fluorescein autfl,Caspase-1 inhib,Texas Red fluor,HEK293 cAMP ctrl,Caspase-7 inhib,BRCT PPI green
Cc1noc(C)c1S(=O)(=O)N(CC(=O)Nc1ccc2c(c1)OCO2)c1ccc(C(C)C)cc1,·,·,1.1%,·,·,·,-2.0%,·,15.4%,-2.0%,-2.2%
Cc1cc(C)c(C)c(S(=O)(=O)NCc2cccnc2)c1C,i,i,-1.8%,0.7%,i,i,0.9%,i,10.4%,0.1%,1.6%
CN1C(=O)NC(c2cccc(O)c2)C(C(=O)c2cccs2)C1(O)C(F)(F)F (stereo unspecified),i,?,-0.4%,0.1%,?,i,2.1%,i,18.6%,2.8%,-1.7%
Cc1c(N=Cc2nc3ccccc3n2C)c(=O)n(-c2ccccc2)n1C,·,·,1.6%,2.6%,·,·,0.2%,·,2.3%,1.6%,-1.3%
Nc1ncn(C2OC(CO)C(O)C2O)c(=O)n1 (stereo unspecified),·,·,1.3%,1.4%,·,·,-1.9%,·,·,1.0%,-1.7%[3.08 µM]
COc1cccc(CC(NC(C)=O)C(=O)NC2CCN(c3c4c(nc5ncnn35)CCC4)CC2)c1 (stereo unspecified),i,i,-3.7%,-4.1%,i,?,-1.9%,?,0.3%,-1.7%,2.0%
CCOc1ccc(CC2CC(=O)NC2=O)cc1 (stereo unspecified),i,i,·,·,i,i,·,i,·,·,·
O=C(c1ccco1)N1CCN(C(=O)C2CCN(S(=O)(=O)c3cnc[nH]3)CC2)CC1,i,i,0.3%,3.2%,i,i,-0.4%,i,-1.4%,1.2%,-0.3%
Cc1cc(C(=O)O)c(=O)[nH]c1C,i,?,0.7%,-7.0%,?,i,6.2%,?,-0.9%,-0.4%,-2.3%

# An excerpt; count on the stated rates, not on these rows.
